Assay outcomes: PubChem BioAssay, Sanford-Burnham Center for Chemical Genomics
NadD inh – inhibitors of S. aureus NadD, primary screen, biochemical, colorimetric, uHTS. purified NadD enzyme, colorimetric absorbance read-out. inhibition, % at 20 µM. hit rate 0.78% among 360,000. AID 602399, 2012; in the data active means inhibition above about 26%; further: some compounds past the cut are filed as inactive
LMPTP inh – LMPTP phosphatase inhibitors, primary screen, biochemical, fluorescence intensity, uHTS. Low molecular weight phosphotyrosine protein phosphatase (Homo sapiens), P24666. AID 651560, 2012. recombinant LMPTP-A, OMFP fluorogenic substrate. inhibition, % at 20 µM. hit rate 0.22% among 360,000;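 active means compounds that cut the enzyme signal by at least half of the control window in the single-dose screen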;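 further: plate controls were DMSO wells with enzyme plus substrate for no effect and substrate without enzyme for full effect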
Target sequence (P24666 whole entry, looked up): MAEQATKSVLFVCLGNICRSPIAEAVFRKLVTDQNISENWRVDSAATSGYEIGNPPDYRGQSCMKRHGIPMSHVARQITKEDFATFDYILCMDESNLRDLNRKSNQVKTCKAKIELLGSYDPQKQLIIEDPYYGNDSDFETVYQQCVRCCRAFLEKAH
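Assay system: LMPTP-A, protein tyrosine phosphatase of low molecular weight / Medium: pH 6.0 Bis-Tris buffer with DTT and Triton X-100 / Schedule: 50 min enzyme reaction at room temperature, protected from light / Measured by: endpoint fluorescence intensity from OMFP dephosphorylation / Read-out basis: % inhibition relative to no-enzyme and uninhibited control wells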
NRP1-CendR mod – modulators of CendR peptide binding to NRP-1, primary screen, biochemical, fluorescence polarization, uHTS; FAM-RPARPAR peptide binding to NRP-1; Neuropilin-1 (Homo sapiens), O14786; inhibition, % at 25 µM; hit rate 0.85% among 360,000;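 active means inhibition or corrected inhibition above about 18%, plus a signal ratio from 0.5 to 1.5, limit read from the data, passing the limit was not always enough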; further: strong numbers were not always called active
Rpn11 block – Rpn11 (PSMD14) deubiquitinase inhibitors, primary screen, biochemical, fluorescence polarization, uHTS; 26S proteasome non-ATPase regulatory subunit 14 (Homo sapiens), O00487; calls only at 20 µM; AID 588493, 2011; human 26S proteasome, Ub4-pepOG fluorescence polarization; 20S core pre-blocked with epoxomicin; hit rate 0.59% among 360,000;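 active means inhibition at 20 µM, scaled to each plate's controls, above about 33%, limit read from the data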
MT1-MMP act inh – blockers of MT1-MMP proenzyme processing, primary screen, HT1080 RFP-PRO-GFP cells, GFP/RFP fluorescence; GFP/RFP ratio change, % at 20 µM; hit rate 0.061% among 360,000; GFP/RFP ratio fluorescence, overnight; percent of plate control window, DMSO zero;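 active means GFP/RFP ratio change of at least 30% with cell ATP level not reduced by more than half and red fluorescence within 50% of control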; further: strong numbers were not always called active
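Read-out: GFP/RFP fluorescence ratio; Test system: RFP-PRO-GFP reporter HT1080 cells; Compound dosing: single-point 20 µM compound, 1% DMSO; Times: overnight compound exposure at 37 °C.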
SUMO1 PPI mod – modulators of SUMO1 protein-protein interactions, primary screen, biochemical, uHTS | Small ubiquitin-related modifier 1 (Homo sapiens), P63165 | SUMO1 binding to a labelled peptide, TR-FRET, 1 h | inhibition, % at 20 µM | hit rate 0.33% among 360,000 | AID 602429, 2012; in the data active means inhibition above about 37%
DNMT1 inh – human DNMT1 methyltransferase inhibitors, primary screen, biochemical, molecular beacon, fluorescence, HinP1I cleavage, uHTS | DNA (cytosine-5)-methyltransferase 1 (Homo sapiens), P26358 | hit rate 0.83% among 360,000 | inhibition (reported as % activation of signal), % at 10 µM | AID 588458, 2011; in the data active means inhibition above about 50%
Scp1 inh – Scp-1 phosphatase inhibitors, primary screen, biochemical, colorimetric, uHTS; Recombinant Scp1, phosphopeptide, malachite green phosphate absorbance; hit rate 0.88% among 340,000; Carboxy-terminal domain RNA polymerase II polypeptide A small phosphatase 1 (Homo …; inhibition, % at 20 µM;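 active means inhibition above about 50% at 20 µM, limit read from the data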;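 further: plate controls were DMSO wells with enzyme for no effect and wells lacking enzyme for full effect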
Target sequence (Q9GZU7 76-261 limits assumed): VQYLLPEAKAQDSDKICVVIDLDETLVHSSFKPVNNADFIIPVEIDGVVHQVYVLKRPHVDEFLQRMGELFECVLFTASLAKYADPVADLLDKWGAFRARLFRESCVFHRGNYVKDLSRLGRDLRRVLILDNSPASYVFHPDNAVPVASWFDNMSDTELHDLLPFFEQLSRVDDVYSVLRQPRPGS
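Times: enzyme reaction 45 min at room temperature, colour 5 min, stabilisation 30 min. Material: SCP-1 catalytic fragment, aa 76-261. Medium: Acidic Tris acetate buffer with magnesium and detergent. Signal: colorimetric free-phosphate detection, absorbance 630 nm. Read-out basis: % inhibition of SCP-1 phosphate liberation. Reagent: Phosphorylated 17-residue peptide substrate.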
SKN-1 block – suppressors of acrylamide-induced Pgst-4::GFP reporter in worms, primary screen, SKN-1 inhibitor project, whole organism, uHTS, GFP/RFP fluorescence ratio, strain VP596; C. elegans VP596 Pgst-4::GFP/RFP ratio, 24 h; inhibition, % at 21.8 µM; hit rate 0.49% among 360,000; AID 624304, 2012;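 active means interference check ratio from 0.5 to 1.5 plus GFP to RFP signal ratio inhibition reaching or exceeding a fixed threshold, cut at about 30% in these data, passing the limit was not always enough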; further: some compounds called inactive have numbers as strong as hits
STEP block – STEP phosphatase inhibitors, primary screen, biochemical, fluorescence intensity, uHTS; recombinant STEP, OMFP fluorogenic substrate; hit rate 0.25% among 360,000; inhibition, % at 20 µM;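 active means inhibition at 20 µM, scaled per plate between control wells, above about 37%, limit read from the data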;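 further: 0% = DMSO with enzyme and substrate and 100% = substrate only without enzyme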
Target sequence (P54829 whole entry, looked up): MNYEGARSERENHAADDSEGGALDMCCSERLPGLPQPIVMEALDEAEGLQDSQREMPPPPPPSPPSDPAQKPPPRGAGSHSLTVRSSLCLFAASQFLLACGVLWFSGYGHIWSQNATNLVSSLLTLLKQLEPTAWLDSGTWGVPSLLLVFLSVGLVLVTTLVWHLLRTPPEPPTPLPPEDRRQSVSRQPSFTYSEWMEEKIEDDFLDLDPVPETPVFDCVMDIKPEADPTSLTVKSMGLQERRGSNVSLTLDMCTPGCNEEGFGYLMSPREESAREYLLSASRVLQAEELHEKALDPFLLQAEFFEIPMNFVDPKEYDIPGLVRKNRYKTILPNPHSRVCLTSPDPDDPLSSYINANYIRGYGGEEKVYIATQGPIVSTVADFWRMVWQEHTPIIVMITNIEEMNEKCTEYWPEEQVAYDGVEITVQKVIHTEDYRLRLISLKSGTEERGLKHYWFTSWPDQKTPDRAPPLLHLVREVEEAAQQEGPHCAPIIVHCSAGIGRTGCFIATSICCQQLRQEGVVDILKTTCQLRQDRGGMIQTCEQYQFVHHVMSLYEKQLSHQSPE
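System: isolated STEP enzyme; schedule: 20 min enzyme reaction at room temperature, protected from light; medium: Bis-Tris buffer pH 6.0, 2.5 mM DTT, 0.005% Tween 20; signal: fluorescence, 480/540 nm; dosing: single compound dose of 20 µM, 1% DMSO final; also added: OMFP substrate, 25 µM final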
An asterisk follows results filed as active; i = inactive; . = no result given. Rows are unselected. About 3.9% of those tested had a hit in this group.

Compound,NadD inh,LMPTP inh,NRP1-CendR mod,Rpn11 block,MT1-MMP act inh,SUMO1 PPI mod,DNMT1 inh,Scp1 inh,SKN-1 block,STEP block
COc1cc(OC)cc(-c2c(C#Cc3ccsc3)c3cc(-c4ccc5cc[nH]c5c4)ccc3n2C)c1,19,3.7,-24,i,2,-6,-6,-5,17,0
O=C1CS/C(=N/N=C/c2cccs2)N1Cc1ccc(F)cc1,-5,2.1,-12,i,0,-7,0,-14,-7,-2
Cc1cc(C)nc(NS(=O)(=O)c2ccc(N/C=C\C(=O)c3cccs3)cc2)n1,4,2.2,-2,i,-6,-3,0,-3,9,2
O=C(Nc1ccc(N2CCN(C(=O)c3ccc(Cl)cc3)CC2)cc1)c1cccnc1,1,1.4,5,i,1,1,-2,-9,2,-4
COc1ccc(OC)c(S(=O)(=O)N(C)CC(=O)N2CCN(c3cccc(Cl)c3)CC2)c1,-3,-0.7,19*,i,-3,-2,-1,-14,1,3
CC(CCc1ccccc1)NC(=O)C(=O)NCc1ccccc1 (stereo not given),-2,-1.5,6,i,-1,-1,12,7,-1,1
CC1CCCCN1S(=O)(=O)c1ccc(C(=O)Nc2nnc(-c3ccco3)o2)cc1 (stereo not given),12,1.7,7,i,-4,3,0,-5,2,2
COC(=O)CCSCC(=O)Nc1nnc(C)s1,-4,-1.8,-5,i,2,-1,0,2,0,1

Reformatted field by field: part of the list above
Cc1cc(C)nc(NS(=O)(=O)c2ccc(N/C=C\C(=O)c3cccs3)cc2)n1
  NadD inh: 4
  LMPTP inh: 2.2
  NRP1-CendR mod: -2
  Rpn11 block: i
  MT1-MMP act inh: -6
  SUMO1 PPI mod: -3
  DNMT1 inh: 0
  Scp1 inh: -3
  SKN-1 block: 9
  STEP block: 2

O=C(Nc1ccc(N2CCN(C(=O)c3ccc(Cl)cc3)CC2)cc1)c1cccnc1
  NadD inh: 1
  LMPTP inh: 1.4
  NRP1-CendR mod: 5
  Rpn11 block: i
  MT1-MMP act inh: 1
  SUMO1 PPI mod: 1
  DNMT1 inh: -2
  Scp1 inh: -9
  SKN-1 block: 2
  STEP block: -4

Printed as active in NRP1-CendR mod, among the entries above:
Compound,NadD inh,LMPTP inh,NRP1-CendR mod,Rpn11 block,MT1-MMP act inh,SUMO1 PPI mod,DNMT1 inh,Scp1 inh,SKN-1 block,STEP block
COc1ccc(OC)c(S(=O)(=O)N(C)CC(=O)N2CCN(c3cccc(Cl)c3)CC2)c1,-3,-0.7,19*,i,-3,-2,-1,-14,1,3

Next part:
Compound,NadD inh,LMPTP inh,NRP1-CendR mod,Rpn11 block,MT1-MMP act inh,SUMO1 PPI mod,DNMT1 inh,Scp1 inh,SKN-1 block,STEP block
O=c1ccc2ccccc2n1Cc1cccc(F)c1,-6,0.5,3,i,0,8,-1,-10,8,-1
CC(=O)Nc1ccc(S[C@@H](CCN2CC[C@H](O)CCC2=O)c2ccccc2)cc1,-1,0.5,9,i,-1,3,0,-6,0,-3
O=C(NC1(C(F)(F)F)N=C2SCCN2C1=O)c1ccccc1 (stereo not given),-1,-1.7,-17,i,-1,0,0,-5,-19,-5
COc1ccc(/C=N/NC(=O)Cc2csc(Nc3cccc(C(F)(F)F)c3)n2)cc1C,14,3.7,-3,i,1,1,-9,-1,37*,-4
C=CCOC(=O)C1=C[C@@H](c2csc3ccccc23)C[C@@H](OCc2ccc(CO)cc2)O1,-6,3.7,-5,i,-4,-2,-16,-14,14,1
Cc1cccc(C)c1OCC(O)CN(Cc1ccccc1O)C1CCCCC1 (stereo not given),-7,0.2,16,i,-20,2,3,-2,37*,2
COCC(C)NC(=O)C(C)N1c2cccc3cccc(c23)S1(=O)=O (stereo not given),-4,-1.7,16,i,-2,-3,-5,-8,12,1
CCc1ccc(CNC(=O)C2CCC(=O)N2C2CCCCC2)cc1 (stereo not given),-6,0.4,-6,i,2,2,1,2,-26,3
CCOc1cccc(C2C(C(=O)c3ccc(C)o3)=C(O)C(=O)N2Cc2ccncc2)c1 (stereo not given),4,0.2,-1,i,-2,-7,5,4,4,2
CCc1ccc(NC(=O)CSc2nc(=O)n(CCCN(C)C)c3c2CCC3)cc1,-9,-0.1,-5,i,-3,-3,0,-6,13,2
COc1ccccc1Oc1coc2cc(OC(=O)N3CCOCC3)ccc2c1=O,-5,-2.9,8,i,4,-2,-2,-9,-10,0
CN1CCCN(S(=O)(=O)c2ccc3c(c2)OCCO3)CC1,0,-3.0,-1,i,-3,3,-1,-2,7,3
CCN(CC)C(=O)COc1ccc(CC(=O)O)cc1OC,-1,-1.7,-12,i,6,0,1,-5,-6,-1
Cc1ccc(/C(N)=N/OC(=O)CSc2ccccc2)cc1,-3,0.9,-1,i,-2,4,2,-5,4,0
CC1(C)CC(=O)C2=C(C1)N=C1c3ccccc3C(=O)C1C2c1ccc(Cl)cc1 (stereo not given),27,6.2,-18,i,-37,-20,-9,-7,8,3
CCCCCC1C(=O)C[C@@H]2CCN3C(=O)CCC[C@H]1[C@H]23 (stereo not given in full),7,-1.7,-6,i,6,-1,3,4,0,-1
CCOC(=O)c1cc2occc2n1CC(=O)N1CCOCC1,0,-0.4,5,i,-1,0,1,0,15,1
COc1ccc(S(=O)(=O)N2CCCOC2CNC(=O)C(=O)NCc2cccnc2)cc1 (stereo not given),-1,-0.5,0,i,0,2,1,-5,2,-3
COc1cc(C(=O)Nc2cccc(S(=O)(=O)N3CCCC3)c2)cc(OC)c1C,3,1.8,-8,i,1,2,-5,-7,-1,-1
COC(=O)[C@@]12C[C@@H](CC(=O)N3CCN(C(=O)c4ccco4)CC3)C(=O)N(Cc3ccc4c(c3)OCO4)C1=CCC(C)(C)C2,.,-0.2,-9,.,4,1,.,.,-6,.
Cc1ccc(CN2CC(C(=O)Nc3nc(C)cs3)CC2=O)cc1 (stereo not given),1,-0.1,-5,i,4,-2,1,.,-6,0
O=C(Nc1cccc(S(=O)(=O)N2CCCCC2)c1)c1ccccn1,1,1.4,16,i,1,0,0,0,16,2
CCN(CC)C(=O)Oc1cc(=O)n2c3c(cccc13)CCC2,-2,-1.8,3,i,0,3,2,-5,-8,-3
Cc1cc(C)cc(OCc2nc3ncc(Br)cc3[nH]2)c1,-2,1.5,-27,i,-1,-2,59*,-7,-13,1
NC(=O)COC(=O)C1c2ccccc2Oc2ccccc21,0,-1.4,0,i,-5,4,1,-12,10,0
Cn1c(=O)[nH]c(=O)c2c1nc1n2CCCS1,-3,-2.3,3,i,2,-5,-2,-5,9,-10
O=C(COC(=O)CCOc1ccccc1)NCCC1=CCCCC1,-14,0.1,5,i,0,2,-7,2,10,-3
Cc1onc(-c2ccccc2Cl)c1C(=O)Nc1sc2c(c1C(N)=O)CCC(C)C2 (stereo not given),4,4.2,-6,i,-8,2,-19,8,16,3
CC1CCN(c2c(NCC3CCC(C(=O)NCc4ccc(F)cc4)CC3)c(=O)c2=O)CC1 (stereo not given),-4,-0.6,-20,i,0,4,-4,-7,6,-3
COc1ccc(Cl)cc1NC(=O)CN(C)C(=O)c1ccc2n[nH]nc2c1,-1,-0.6,-14,i,4,10,1,-8,-12,1
COCCn1c(=O)c2c(nc3n2CC(C)CN3Cc2ccccc2)n(C)c1=O (stereo not given),-6,0.1,17,i,3,4,1,1,-17,-1
O=C(CSc1nc2ccccc2s1)N1CCN(C(=O)c2ccco2)CC1,0,0.1,-5,i,-4,3,-3,0,-2,1
Cc1ccc(C(=O)Nc2ccc3c(c2)OCO3)cc1S(=O)(=O)N1CCCC1,-4,1.8,-2,i,-1,16,0,1,-4,-1
C#CCOCCOCCOCCNc1nc(N2CCN(C(=O)CCCCCCCCCCNC(=O)Cn3cc(C[C@@H](C)O)nn3)CC2)nc(N2CCN(C(=O)CCCCCCCCCCNC(=O)[C@@H](CCC(=O)O)n3cc(CCCCCN)nn3)CC2)n1,12,-6.4,-1,i,4,-44,-28,11,22,-1
Cn1c(=O)c2c(nc(Oc3ccccc3N)n2C)n(C)c1=O,-6,-2.6,-7,i,-2,0,-2,-10,6,-2
COc1ccc(CC(NC(C)=O)C(=O)NC2CCN(C(=O)C3CCCCC3)CC2)c(OC)c1 (stereo not given),1,-4.2,-6,i,0,-4,-1,-6,13,0
COc1cc(C(=O)NCc2nnc(SCC(=O)N3CCCCCC3)o2)cc(OC)c1OC,-5,-0.6,2,i,4,5,0,1,5,0
CCOc1ccc2nc(N3CCC(C(=O)NC4CCCCC4)CC3)sc2c1,6,-1.0,-23,i,4,-2,24,-2,-6,-1
CC(=O)c1sc(NC(=O)c2ccc3c(c2)OCO3)nc1C,-2,0.1,3,i,1,-4,-1,-2,5,-2
O=C(Nc1ccc(Br)cc1)c1cnc[nH]1,-1,-0.5,-4,i,3,6,-1,-13,26,-2
C#CCN1C(C)=C(C(=O)OC)C(c2cccc([N+](=O)[O-])c2)C(C(=O)OCC)=C1C (stereo not given),-3,2.7,6,i,-2,-2,-2,-11,4,-1
